# MBD2 inh: MBD2-methylated oligo binding inhibition | Q9UBB5 | TR-FRET, MBD2 binding to methylated oligonucleotide | inhibition, % at 4.4 µM | 370,000 compounds, 0.31% hits | AID 686964; in the data active = inhibition above about 13%
# PG9 binder: binds the HIV-1 gp120 antibody PG9. inhibition, % at 6.7 µM. TR-FRET gp120-PG9 antibody binding. 360,000 compounds, 0.43% hits. AID 624416; in the data active = inhibition above about 8.5%
# LEDGF integ inh: blocks HIV-1 LEDGF/p75-dependent DNA integration | TR-FRET IN-LEDGF/p75 DNA integration, Eu/Cy5 | inhibition, % at 3.7 µM | 370,000 compounds, 0.64% hits;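 active = inhibition above the screen-wide mean plus 3 SD, cut at about 13% in these data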;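 also: signal is the Cy5 over europium emission ratio at 671 and 618 nm; 0% = plate median of compound wells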
# ABHD4 inh: inhibits mouse alpha/beta hydrolase domain 4; AID 720543; inhibition, % at 8.92 µM; 370,000 compounds, 0.54% hits; purified mABHD4, FP-Rh probe fluorescence polarization;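 active = inhibition exceeding the mean over every tested compound plus 3 SD, cut at about 30% in these data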;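 also: 0% = plate median of compound wells and 100% = S159A mutant with DMSO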
# Target sequence (Q8VD66 whole entry, looked up, the tested form may be a part): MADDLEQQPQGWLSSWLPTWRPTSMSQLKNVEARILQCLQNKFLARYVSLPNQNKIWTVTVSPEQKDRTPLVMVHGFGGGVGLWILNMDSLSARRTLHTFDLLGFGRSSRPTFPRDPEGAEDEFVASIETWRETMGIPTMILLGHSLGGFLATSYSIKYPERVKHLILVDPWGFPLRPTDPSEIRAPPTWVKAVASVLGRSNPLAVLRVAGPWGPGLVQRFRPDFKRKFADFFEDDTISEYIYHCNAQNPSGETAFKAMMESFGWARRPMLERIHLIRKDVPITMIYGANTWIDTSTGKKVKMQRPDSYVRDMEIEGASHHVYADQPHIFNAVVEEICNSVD
#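 Assay system: mouse ABHD4 enzyme, wild type / Also added: fluorescent activity-based probe FP-Rh / Doses: single nominal dose of 8.92 µM, 0.89% DMSO final / Timing: 45 min compound pre-incubation plus 60 min probe step, 25 °C / Signal: FP readout, ex 525 nm / em 598 nm / Control set: S159A mutant/DMSO as 100%, compound-well median as 0%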
# PRMT1 FP inh: PRMT1 (human) inhibition, primary screen; 370,000 compounds, 1.3% hits; recombinant PRMT1, activity-based probe fluorescence polarization; inhibition, % at 2.79 µM; AID 652257; Q99873;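 active = inhibition above about 21% made by adding two undisclosed values, limit read from the data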
# Rev-erbA mod: Rev-erb alpha (human) modulation; P20393; Rev-erbα–FITC-DNA binding, fluorescence polarization, 90 min; activity, % at 10 µM; 370,000 compounds, 0.79% hits; AID 1259318;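 active = activity above about 14%, limit read from the data; passing the limit was not always enough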;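 also: 0% = DMSO wells with 35 nM protein and 100% = DMSO wells with 750 nM protein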
# Target sequence (P20393 whole entry, looked up): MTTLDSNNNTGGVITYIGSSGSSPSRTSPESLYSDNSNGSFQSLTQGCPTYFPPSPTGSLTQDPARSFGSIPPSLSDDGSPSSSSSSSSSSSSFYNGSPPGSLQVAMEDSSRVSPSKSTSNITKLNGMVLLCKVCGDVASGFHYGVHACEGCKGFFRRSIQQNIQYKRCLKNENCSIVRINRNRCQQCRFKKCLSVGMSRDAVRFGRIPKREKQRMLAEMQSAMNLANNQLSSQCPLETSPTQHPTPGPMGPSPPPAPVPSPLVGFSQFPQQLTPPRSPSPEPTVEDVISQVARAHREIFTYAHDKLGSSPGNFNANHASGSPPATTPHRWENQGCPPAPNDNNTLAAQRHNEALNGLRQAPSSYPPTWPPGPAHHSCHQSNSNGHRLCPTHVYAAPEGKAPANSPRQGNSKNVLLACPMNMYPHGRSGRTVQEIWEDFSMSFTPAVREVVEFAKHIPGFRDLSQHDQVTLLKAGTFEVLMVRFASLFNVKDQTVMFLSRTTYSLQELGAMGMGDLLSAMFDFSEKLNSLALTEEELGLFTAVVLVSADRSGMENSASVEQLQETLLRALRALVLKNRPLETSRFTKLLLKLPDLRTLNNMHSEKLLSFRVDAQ
# UHRF1 binding: blocks human UHRF1 binding to methylated DNA. inhibition, % at 4.4 µM. AID 687016. Q96T88. 370,000 compounds, 0.75% hits. UHRF1 binding to methylated oligo, TR-FRET; in the data active = inhibition above about 21%;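 also: UHRF1 SRA domain binding a hemimethylated CpG hairpin DNA probe; 0% = median of test compound wells and 100% = reference inhibitor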
# rCAG RNA binder: binds r(CAG) RNA repeats | r(CAG) RNA repeat, TO-PRO-1 dye displacement fluorescence | inhibition, % at 3 µM | 370,000 compounds, 1.3% hits | AID 651821;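 active = inhibition above the plate cutoff, the mean of all test compounds on that plate plus 3 SD, cut at about 35% in these data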;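 also: 0% = DMSO alone and 100% = 100 µM mitoxantrone as full dye displacement; higher means more dye released from RNA so lower well fluorescence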
# TCR CD3 inh: human TCR-CD3 binding inhibition; TAMRA-labeled TCR probe fluorescence, biochemical; inhibition, % at 9.4 µM; 360,000 compounds, 0.37% hits; in the data active = inhibition above about 19%;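 also: recombinant mutant TCR 2C K166C tagged with TAMRA read by polarization; 0% = receptor in buffer alone and 100% = receptor with positive control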
# HTRA1 inh: HTRA1 (human) protease inhibition; Q92743; recombinant HTRA1, FP-rhodamine activity-based probe, fluorescence polarization; inhibition, % at 5.96 µM; 340,000 compounds, 0.5% hits; AID 504803; in the data active = inhibition above about 36%;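 also: 0% = enzyme with DMSO and 100% = wells lacking enzyme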
# Numbers without * were called inactive; · = not tested or not shown.
# Values run as follows: MBD2 inh	PG9 binder	LEDGF integ inh	ABHD4 inh	PRMT1 FP inh	Rev-erbA mod	UHRF1 binding	rCAG RNA binder	TCR CD3 inh	HTRA1 inh
1) CCN(CC)C(=O)C1CCCN(c2ccc([N+](=O)[O-])cc2/C=N/NC(=O)c2cccc(Br)c2)C1 (stereo unspecified)
→ 2	-2.3	0	-6	1	6	0	11	8	-13
2) O=C(O)CSc1ncnc2scc(-c3ccccc3)c12
→ 1	3.3	-1	0	1	-3	1	-2	-2	-1
3) CC(C)(C)OC(=O)N1CCC[C@H]1c1nnc(SCc2ccccc2F)o1
→ -5	2.8	9	2	0	5	2	-1	-1	2
4) Cc1ccc[n+](C(C)C(=O)c2ccc(-c3ccccc3)cc2)c1 (stereo unspecified)
→ 2	1.4	3	-4	-5	-7	1	-1	-6	6
5) Cc1nn(Cc2ccc([N+](=O)[O-])cc2)c(=O)n1-c1c(F)cccc1F
→ -5	0.0	-3	6	1	-2	1	0	6	5
6) O=C1NC2=C(C(=O)CCC2)C(c2ccccc2[N+](=O)[O-])N1 (stereo unspecified)
→ -7	-0.9	-2	29	15	-8	-9	3	17	22
7) O=S(=O)(NCCc1ccccn1)c1ccc(-c2ccccn2)s1
→ 2	-1.2	-2	1	5	-3	2	-1	-4	7
8) O=C(Nc1ccc2c(c1)OCCO2)C1c2ccccc2OCC(=O)N1Cc1cccnc1 (stereo unspecified)
→ 5	0.3	-4	-3	2	-5	2	0	-9	·
9) COc1ccc(CN2CCN(Cc3ccc(C(F)(F)F)cc3)CC2)cc1
→ 5	0.9	-5	23	3	-4	0	-4	-2	2
10) CC(C)CCN1CCC[C@]2(N[C@H](c3ccc(C(F)(F)F)cc3)[C@@H]3C(=O)N(Cc4ccccc4)C(=O)[C@@H]32)C1=O
→ 1	-1.1	-1	-3	1	0	0	-3	-1	-11
11) O=C(Nc1cccc2ccccc12)c1cnccn1
→ 0	0.9	6	6	2	4	4	3	0	0
12) Cc1[nH]nc(Nc2ccc(C(C)C)cc2)c1[N+](=O)[O-]
→ 3	-0.7	5	-1	-3	1	5	4	-5	-13
13) Cc1ccc(-c2csc(NC(=O)CN3CCOCC3)n2)cc1
→ 2	-1.8	0	2	2	-4	-1	0	2	-10
14) O=C1C2CC=CCC2C(=O)N1CC(=O)N(Cc1ccccc1)C1CCS(=O)(=O)C1 (stereo unspecified)
→ -3	0.6	1	3	3	-1	-1	1	3	-2
15) COc1ccc(C(=O)N/C(=C\c2cccc3ccccc23)C(=O)N2CCN(C)CC2)cc1OC
→ -5	0.6	1	-1	-1	3	-2	-8	6	2
16) CC(C)NC(=O)Nc1cccc2c1O[C@H](CN(C)C(=O)NC(C)C)[C@@H](C)CN([C@H](C)CO)C2=O
→ 7	-1.9	-1	2	-5	-6	-1	0	9	0
17) COc1ccc(N2CCN(C(=S)Nc3cccc(C)c3)CC2)cc1
→ 6	-0.4	-4	7	-1	4	3	-6	-1	6
18) Cc1nnc(-c2cnn(C)c2N)n1Cc1cccc(Cl)c1
→ 2	2.1	2	-4	1	-6	2	0	-1	4
19) Cc1sc(=NC(=O)c2ccco2)n(C)c1-c1ccccc1
→ 4	-0.9	-1	2	-4	6	-1	-2	4	-7
20) Cc1nc2c(-c3ccc(F)cc3)cnn2c2c1CCC2
→ 0	-1.2	2	0	3	-3	5	4	-9	1

# Only MBD2 inh (3 entries from above):
item	Molecule	MBD2 inh
15	COc1ccc(C(=O)N/C(=C\c2cccc3ccccc23)C(=O)N2CCN(C)CC2)cc1OC	-5
14	O=C1C2CC=CCC2C(=O)N1CC(=O)N(Cc1ccccc1)C1CCS(=O)(=O)C1 (stereo unspecified)	-3
11	O=C(Nc1cccc2ccccc12)c1cnccn1	0

# Next entries follow:
# Values run as follows: MBD2 inh	PG9 binder	LEDGF integ inh	ABHD4 inh	PRMT1 FP inh	Rev-erbA mod	UHRF1 binding	rCAG RNA binder	TCR CD3 inh	HTRA1 inh
21) COc1ccc(CC(=O)OCC(=O)N2CCCC(C)C2)cc1 (stereo unspecified)
→ 2	0.7	-1	3	1	2	-1	-2	1	-5
22) Cc1ccc(NS(=O)(=O)c2ccc(C(=O)NCc3ccc(S(N)(=O)=O)cc3)cc2)cc1
→ 2	-0.3	-1	-11	3	-6	-1	12	0	-7
23) Cn1c(=O)c2c(ncn2CCC(=O)N/N=C/c2cccnc2)n(C)c1=O
→ 0	-3.0	-2	-3	-2	6	3	-1	1	3
24) CCOC(=O)/C(C#N)=c1/s/c(=C2\C=Cc3ccccc3N2CC)c(=O)n1CC
→ -3	-2.0	-4	3	-1	-7	-1	0	-1	-1
25) O=C(COC(=O)c1cccc(Br)c1)NCCc1ccccc1
→ 3	-1.5	-3	-5	0	10	-1	-4	3	-5
26) O=[N+]([O-])c1ccc(NN=Cc2ccc3c(c2)OCO3)nc1
→ -3	0.7	2	4	-2	2	0	5	2	-1
27) N#Cc1ccccc1Oc1ccc(S(=O)(=O)N2CCCCC2)cn1
→ -1	-1.3	1	-4	-2	3	2	-2	2	-5
28) Cc1ccc(C)c(S(=O)(=O)Nc2ccc3[nH]c(=O)[nH]c3c2)c1
→ 5	-0.9	1	10	5	-6	2	3	-4	9
29) COc1ccc(C/C(N)=N/OC(=O)c2cccc([N+](=O)[O-])c2)cc1
→ 2	-0.9	-1	4	45*	-6	2	-6	-6	-5
30) O=C(CSc1nnc(-c2ccccn2)n1Cc1ccco1)Nc1ccc2c(c1)OCO2
→ 0	-4.1	-1	-2	0	4	2	-2	2	6
31) C(=N\Nc1nnnn1-c1ccccc1)/c1ccncc1
→ 3	-1.7	-1	0	-1	0	3	0	1	10
32) COc1ccc(C(=O)N2CCCN(C)CC2)cc1S(=O)(=O)N1CCCc2ccccc21
→ 1	-2.2	2	-1	-2	-2	-1	-5	4	9
33) O=C(C1CCCN(S(=O)(=O)c2ccc(F)cc2)C1)N1CCCCC1 (stereo unspecified)
→ 7	1.6	-4	-19	3	-5	4	-7	-6	3
34) CC(C)(C)S(=O)(=O)N1Cc2ccc(CO)cc2[C@@H]1CCO
→ 3	1.3	-4	-1	0	-5	0	4	4	-1
35) OCCSc1nncn1/N=C/c1c[nH]c2ccccc12
→ 0	1.1	1	-3	0	4	-6	2	10	-11
36) Cc1ccc(S(=O)(=O)N2CCOCC2)cc1NC(=O)CSc1nc2ccccc2c(=O)n1Cc1ccccc1
→ -1	-1.0	-2	0	1	8	5	8	-2	-17
37) O=C(CCCN1C(=O)/C(=C/c2ccccc2)SC1=S)Nc1cccc(O)c1
→ 1	0.1	-2	-10	-2	5	16	8	8	-33
38) CC1Sc2ccc(S(=O)(=O)NCCc3ccc(Cl)cc3)cc2NC1=O (stereo unspecified)
→ -6	-1.9	3	-5	0	1	-2	4	0	-13
39) CCCCCOc1ccc(C2C(C(=O)c3ccc(C)o3)=C(O)C(=O)N2c2cc(C)on2)cc1 (stereo unspecified)
→ -4	5.9	2	-5	3	-5	-1	36*	-1	25
40) COC(=O)C1CN(CCc2ccccc2)CCS(=O)(=O)N1Cc1ccccc1F (stereo unspecified)
→ -2	·	4	3	-10	1	-1	-2	·	·
41) Cc1oc(S(=O)(=O)N2CCCCC2)cc1NC(=O)Nc1ccccc1
→ 1	-0.1	-3	0	6	2	3	17	-5	5
42) Cc1c(NC(=S)Nc2ccc(Cl)cc2)c(=O)n(-c2ccccc2)n1C
→ -5	-1.7	-8	2	5	-2	2	-1	1	-8
43) COc1cc(-c2cc3nc(NCc4cccc(Cl)c4)ccn3n2)cc(OC)c1OC
→ -5	2.4	4	-48	-3	2	3	8	-8	·
44) C/C(N)=C(/C#N)C(=O)COC(=O)COc1ccc(Cl)cc1C
→ 1	-4.5	1	-9	0	-3	-2	-1	3	-2
45) COc1ccc(Cc2nn3c(-c4ccccc4OC)nnc3s2)cc1
→ -5	-3.1	1	8	2	3	1	-1	2	0
46) CN(C)CCCN(C(=O)c1cc(-c2cccs2)nc2ccccc12)c1nc2c(F)cccc2s1
→ 4	-2.0	0	15	-1	-1	-1	-1	6	-15
47) CCC(C(=O)NCc1cccc(C)c1)n1nc(C)c2c(C)n(-c3ccccc3)nc2c1=O (stereo unspecified)
→ -1	0.1	-3	-9	1	-6	-1	-10	0	-1
48) COc1cccc(/C=N/Nc2ncnc3c2[nH]c2ccc(C)cc23)c1OC
→ 2	-1.0	3	17	-2	-12	0	9	3	1
49) Cc1ccccc1-n1c(=S)[nH]c2nc3c(cc2c1=O)COC(C)(C)C3
→ 1	-2.4	-1	-5	4	0	6	-4	-3	0
50) CCOC(=O)c1c(NC(=O)/C=C/C(=O)O)sc(C)c1-c1ccc(C(C)(C)C)cc1
→ 0	1.2	2	-5	11	-1	3	80*	4	-71
51) Cc1nn(C)c(N)c1[N+](=O)[O-]
→ 0	-2.3	2	4	-4	-5	1	0	-2	-7
52) c1ccc(OCc2nc3ccccc3[nH]2)cc1
→ 5	-1.9	2	3	0	1	0	-2	1	-1
53) O=C(CC1C(=O)NCCN1Cc1cccc(Oc2ccccc2)c1)NCCc1cscn1 (stereo unspecified)
→ -2	-1.0	3	2	-1	-4	-2	-3	3	-10
54) CC1=CCC2COC(c3ccc[n+](Cc4ccccc4)c3)C1C2 (stereo unspecified)
→ 3	-1.6	2	-2	1	7	-2	3	7	7
55) COc1cccc(NC(=O)c2ccccc2)c1
→ 3	-0.6	2	3	-3	-1	-2	0	0	-6
56) COC(=O)c1ccc(OCC(O)CN2CCN(C(=O)c3ccco3)CC2)cc1 (stereo unspecified)
→ -5	0.8	7	7	-5	-9	-2	-4	-3	-4
57) O=C(CNCC1CCCO1)Nc1ccccc1N1CCOCC1 (stereo unspecified)
→ -5	-0.4	-7	10	-2	6	4	-5	6	-3
58) CC(C)[C@H](NS(=O)(=O)c1ccccc1)C(=O)OCC(=O)Nc1ccc2c(c1)OCO2
→ -1	0.0	0	0	-3	-2	-1	-3	3	2
59) Cc1cccc(-n2cc(C#N)c(=O)[nH]c2=O)n1
→ 1	-0.6	-2	0	1	12	3	2	-3	3
60) Cc1cc2cc(C)c3nnc(SCC(=O)NCc4ccco4)n3c2cc1C
→ 0	-2.3	-4	3	3	7	-6	-3	6	-4
61) CCN=c1scc(-c2ccc(F)cc2)n1/N=C/c1ccccn1
→ 1	-1.1	2	-2	-4	2	0	-11	0	6
62) O=c1[nH]c(CN2CCN(c3ccc([N+](=O)[O-])cc3)CC2)nc2ccsc12
→ -6	-2.7	-4	5	-2	6	-5	6	-3	8
63) COc1ccccc1NC(=O)COc1coc(CN2CCN(c3ccccc3)CC2)cc1=O
→ 2	0.6	-2	1	0	1	0	0	2	-6
64) Cc1cccc(NC(=S)NC2CCSc3ccccc32)c1 (stereo unspecified)
→ -6	1.0	-10	-13	-2	-3	-2	3	9	-34
65) CN(CC(=O)Nc1ccc(Cl)c(S(=O)(=O)N2CCOCC2)c1)C(=O)c1ccc(C#N)cc1
→ -5	-2.4	5	-8	-3	11	2	3	-2	-5
66) COc1ccc(OC)c(S(=O)(=O)n2cnc3ccccc32)c1
→ 3	-1.0	0	5	0	5	1	5	-7	6
67) Nn1c(SCc2cccc(Br)c2)nnc1-c1ccncc1
→ 3	-1.5	-1	2	-4	3	1	-1	4	-1
68) COc1cccc(CN2CCN(c3ncccn3)CC2)c1OC
→ -1	-1.5	1	3	1	-6	1	-3	-3	-13
69) CC(C)C[C@H](NC(=O)c1nc[nH]c1C(=O)NC(c1ccccc1)c1ccccc1)C(=O)OCc1ccccc1
→ 1	-1.2	3	-31	2	2	0	8	7	-22

# From PubChem

# The list is partial. The share of hits here may be higher or lower than overall.
